Bioassay records (PubChem BioAssay)
TbPYK inhibitor: qHTS of Trypanosoma Brucei Inhibitors; pyruvate kinase (Trypanosoma brucei), Q57TT1; TbPYK enzyme, Kinase-Glo Plus ATP luminescence, 45 min; Potency, µM (top dose mostly 76.8 µM), for inactives: at the highest dose activity, negative = inhibition, most hits filed as inhibitors; 410,000 tested, 0.12% active; AID 624173, 2012; further: nearly all actives have a fitted effect of over 50% in size
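In this concentration-response screen, enzyme-free wells defined baseline while DMSO plates tracked drift. Each reaction combined TbPYK, substrate, compound and 130 uM ADP for 45 min at room temperature. Kinase-Glo Plus luminescence gave the signal.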
Sm TGR inh: qHTS Assay for the Inhibitors of Schistosoma Mansoni Peroxiredoxins; purified TGR, DTNB reduction, TNB absorbance 405 nm; Potency, µM (titrated, usually from 114 µM), without a hit: top-dose activity change, negative = inhibition, most hits filed as inhibitors; 360,000 tested, 3% active; AID 485364, 2010; Schistosoma mansoni thioredoxin glutathione reductase (TGR), Q962Y6; further: nearly all actives have a fitted effect of over 60% in size
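Kinetic colorimetric format: TGR-catalysed, NADPH-driven DTNB reduction monitored via TNB absorbance. Enzyme dispensed at 20 nM; compound exposure 15 min at room temperature before reaction start.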
Starred values were filed as active, the others as inactive; ? = inconclusive; [ ] = another dose, or the depositor's remark. The call rests on the fitted dose curve; in most records, active means well fitted curve in the direction sought with a large enough effect; inconclusive means small, poorly fitted or top-dose-only effect, or another doubt; inactive means no such curve, though single readings can be large; an effect the other way counts as inactive or inconclusive. On the % scale 0 is the no-effect control and ±100 the full control effect; potency means the concentration at half of the fitted maximal effect.

A first look:
SMILES | TbPYK inhibitor | Sm TGR inh
O=C(CN1CCCN(Cc2cccc(Cl)c2)S1(=O)=O)Nc1ccc2c(c1)OCCO2 | -6% | 3%
O=C(NCCc1ccc(F)cc1)C(=O)NCC(c1ccco1)S(=O)(=O)c1ccccc1 (stereo unspecified) | -6%[15.4 µM] | -23%
O=C(NCc1ccc(F)cc1)C1CCN(c2ncnc3c2nc2n3CCCCC2)CC1 | 2% | 0%

The listing (from the top)
SMILES | TbPYK inhibitor | Sm TGR inh
O=C(CN1CCCN(Cc2cccc(Cl)c2)S1(=O)=O)Nc1ccc2c(c1)OCCO2 | -6% | 3%
O=C(NCCc1ccc(F)cc1)C(=O)NCC(c1ccco1)S(=O)(=O)c1ccccc1 (stereo unspecified) | -6%[15.4 µM] | -23%
O=C(NCc1ccc(F)cc1)C1CCN(c2ncnc3c2nc2n3CCCCC2)CC1 | 2% | 0%
COc1ccccc1CNC(=O)CCc1c(C)nn(-c2ccc(N3CCOCC3)nn2)c1C | 4% | 4%
O=S(=O)(NCc1csc(-c2ccccc2)n1)c1ccccc1 | -6% | -17%
Cc1cc(NC(=O)c2ccc(-c3ccc(Br)cc3)o2)cc(-c2nc3ncccc3o2)c1O | 5% | -24%
Cc1csc2nc(COc3ccc(NC(=O)c4ccccc4F)cc3)cc(=O)n12 | 3% | 8%
Cc1csc2nc(COC(=O)COc3ccccc3F)cc(=O)n12 | -1% | 3%
CCOc1ccc(C(=O)Nc2ccc3nc(SCC(=O)N(C)c4ccccc4)sc3c2)cc1 | -2% | 2%
Cc1cccc(NC(=O)CSc2nc(=O)n(Cc3ccco3)c3c2CCC3)c1C | -11% | -26%
COc1ccc(CNC(=O)c2cc3c(-c4ccccc4F)nn(C)c3s2)c(OC)c1 | 1% | -2%
COCCN1C(=O)c2[nH]nc(-c3c(C)cc(C)cc3O)c2C1c1cccc(O)c1 (stereo unspecified) | -2% | 8%
Cc1ccc(C)c(N2CCN(S(=O)(=O)c3ccc(-c4cc(C(F)(F)F)on4)s3)CC2)c1 | -1% | 12%
CC(=O)N1CCOc2cc(S(=O)(=O)Nc3cc(C(F)(F)F)ccc3Cl)c(C)cc21 | -4% | 1%
Cc1ccc(Cl)cc1NC(=O)c1sc2nc(C)c(C)c(C)c2c1N | -22% | -8%
Cc1ccc(C(=O)COC(=O)c2cc(-c3cccs3)nc3ccccc23)cc1 | -12% | -2%
CCN(C(=O)c1cc2c(Cl)nc3ccc(C)cc3c2s1)c1cc(OC)ccc1OC | -1% | 1%
CCOc1cc(CNCCSc2nnnn2-c2ccccc2)ccc1OC | 0% | -28%
COc1cccc(C(c2sc3nc(-c4ccco4)nn3c2O)N2CCN(c3ccccc3F)CC2)c1 (stereo unspecified) | -2% | 9%
COc1ccc(C(=O)N2CCC(c3ccncc3)CC2)cc1OC | 4% | -2%
COc1ccccc1CNC(=O)c1ccc(-c2nc(CS(=O)(=O)c3ccc(C)cc3)c(C)o2)cc1 | 0% | -17%
CCc1ccccc1NC(=O)C1CCCN(c2nnc(-n3c(C)ccc3C)s2)C1 (stereo unspecified) | -3% | -31%
COC(=O)c1sc2cccc(F)c2c1S(=O)(=O)Nc1ccc(N(C)C)cc1 | -11% | -18%
COc1ccc(OC)c(NC(=O)CSc2n[nH]c(-c3ccccc3Cl)n2)c1 | -3% | -3%
CCOC(=O)Cc1ccc(NC(=O)N2CCC(CN3CCCCCC3)CC2)cc1 | 0% | ?
COc1ccccc1CNC(=O)c1cnc2sc(N3CCCCCC3)nn2c1=O | -2% | -5%
Cc1ccc(S(=O)(=O)N2CCCc3cc(NC(=O)c4ccccc4Cl)ccc32)cc1 | 2% | 7%
CCCCC(=O)N1c2ccccc2C(C)(c2ccccc2)CC1(C)C (stereo unspecified) | 8% | 6%
COc1ccc(CC(=O)NCc2ccc3c(c2)CCN3C(C)=O)cc1OC | -4% | 3%
COc1ccc(S(=O)(=O)N(CC(=O)NCc2ccccc2OC)c2ccc(C)cc2)cc1 | 2% | 10%
Cc1c(NC(=O)c2cc3ccccc3o2)cccc1-c1nc2ccccc2o1 | 1% | 0%
COc1ccc(Cn2c(SCc3ccc(C(=O)NCc4cccs4)cc3)nc3cccnc32)cc1 | 0% | 2%
COc1ccc(N(C(=O)c2ccc(Cl)cc2)S(=O)(=O)c2ccc(C)cc2)cc1 | 4% | -3%
CN1CCN(C(=O)c2ccc3c(c2)N(Cc2ccc(Cl)cc2)C(=O)c2ccccc2S3(=O)=O)CC1 | -6% | -1%
CCN(Cc1ccc(OC)cc1)c1ccc(-c2nc(-c3ccncc3)no2)cc1[N+](=O)[O-] | 1% | -10%
CCOc1ccc(Nc2nc3c(S(=O)(=O)c4ccc(CC)cc4)nnn3c3ccc(Cl)cc23)cc1 | 0% | 1%

Not a retest: entries from further up.
SMILES | TbPYK inhibitor | Sm TGR inh
O=C(CN1CCCN(Cc2cccc(Cl)c2)S1(=O)=O)Nc1ccc2c(c1)OCCO2 | -6% | 3%
O=C(NCCc1ccc(F)cc1)C(=O)NCC(c1ccco1)S(=O)(=O)c1ccccc1 (stereo unspecified) | -6%[15.4 µM] | -23%
O=C(NCc1ccc(F)cc1)C1CCN(c2ncnc3c2nc2n3CCCCC2)CC1 | 2% | 0%
COc1ccccc1CNC(=O)CCc1c(C)nn(-c2ccc(N3CCOCC3)nn2)c1C | 4% | 4%
O=S(=O)(NCc1csc(-c2ccccc2)n1)c1ccccc1 | -6% | -17%
Cc1cc(NC(=O)c2ccc(-c3ccc(Br)cc3)o2)cc(-c2nc3ncccc3o2)c1O | 5% | -24%
Cc1csc2nc(COc3ccc(NC(=O)c4ccccc4F)cc3)cc(=O)n12 | 3% | 8%
Cc1csc2nc(COC(=O)COc3ccccc3F)cc(=O)n12 | -1% | 3%
CCOc1ccc(C(=O)Nc2ccc3nc(SCC(=O)N(C)c4ccccc4)sc3c2)cc1 | -2% | 2%
Cc1cccc(NC(=O)CSc2nc(=O)n(Cc3ccco3)c3c2CCC3)c1C | -11% | -26%
COc1ccc(CNC(=O)c2cc3c(-c4ccccc4F)nn(C)c3s2)c(OC)c1 | 1% | -2%
COCCN1C(=O)c2[nH]nc(-c3c(C)cc(C)cc3O)c2C1c1cccc(O)c1 (stereo unspecified) | -2% | 8%
Cc1ccc(C)c(N2CCN(S(=O)(=O)c3ccc(-c4cc(C(F)(F)F)on4)s3)CC2)c1 | -1% | 12%
CC(=O)N1CCOc2cc(S(=O)(=O)Nc3cc(C(F)(F)F)ccc3Cl)c(C)cc21 | -4% | 1%
Cc1ccc(Cl)cc1NC(=O)c1sc2nc(C)c(C)c(C)c2c1N | -22% | -8%
Cc1ccc(C(=O)COC(=O)c2cc(-c3cccs3)nc3ccccc23)cc1 | -12% | -2%
CCN(C(=O)c1cc2c(Cl)nc3ccc(C)cc3c2s1)c1cc(OC)ccc1OC | -1% | 1%
CCOc1cc(CNCCSc2nnnn2-c2ccccc2)ccc1OC | 0% | -28%
COc1cccc(C(c2sc3nc(-c4ccco4)nn3c2O)N2CCN(c3ccccc3F)CC2)c1 (stereo unspecified) | -2% | 9%
COc1ccc(C(=O)N2CCC(c3ccncc3)CC2)cc1OC | 4% | -2%
COc1ccccc1CNC(=O)c1ccc(-c2nc(CS(=O)(=O)c3ccc(C)cc3)c(C)o2)cc1 | 0% | -17%
CCc1ccccc1NC(=O)C1CCCN(c2nnc(-n3c(C)ccc3C)s2)C1 (stereo unspecified) | -3% | -31%

The list continues:
SMILES | TbPYK inhibitor | Sm TGR inh
Cc1ccc(C)c(NC(=O)c2ccc3c(c2)CCN3S(=O)(=O)c2ccccc2)c1 | -3% | -5%
Cc1cc(Nc2ccc(F)cc2)nc(-n2nc(C)cc2C)n1 | -2% | -5%
Cc1oc2ncn(CC(C)C)c(=O)c2c1C(=O)N1CCN(c2ccccc2F)CC1 | -1% | 5%
CCn1c(C(=O)NCc2ccc(F)cc2)cc2oc3ccccc3c21 | 2% | 10%
Cc1c(NC(=O)C(F)(F)F)ccc2nc3c(=O)n(C)c(=O)n(C)c3nc12 | -1% | 0%
Cc1ccc(NC(=O)Cn2cc(S(=O)(=O)N3CCC(C)CC3)c3ccccc3c2=O)c(Br)c1 | 3% | 1%
Cc1ccc(C)c(N2CCN(C(=O)C(C)n3c(C)c4cnn(-c5ccccc5)c(=O)c4c3C)CC2)c1 (stereo unspecified) | -10% | 3%
COc1ccc(Nc2nc3ccc(Cl)cc3n3nnnc23)cc1OC | -7% | 3%
CN(C(=O)C(=O)Nc1ccc2nc3n(c(=O)c2c1)CCCCC3)c1cccc(C(F)(F)F)c1 | -5% | 2%
Cc1ccc(CSC2=Nc3ccccc3C3=NC(CC(=O)NC4CCCCC4)C(=O)N23)cc1 (stereo unspecified) | 1% | 5%
O=C(NCCc1ccccc1)C1(c2cccs2)CCOCC1 | 0% | 2%
Cc1cccc2sc(N(Cc3cccnc3)C(=O)c3cccs3)nc12 | -6% | 2%
COC(=O)c1ccc(NC(=O)CC2C(=O)N(c3cccc(C)c3)C(=O)N2C2CCCC2)cc1 (stereo unspecified) | -2% | -27%
COc1ccc(-c2[nH]ncc2C(=O)NCc2cccc(Cl)c2)cc1 | 8% | -1%
O=C(Cn1nc2c(cc1=O)CCCC2)NCc1ccccc1 | 0% | 8%
CCCCNc1nc(Oc2ccc(=O)n(-c3ccccc3)n2)nc(N(CC)CC)n1 | -1% | 1%
Cc1ccc(CNS(=O)(=O)c2ccc3c(c2)CCN3S(C)(=O)=O)cc1 | -1% | 4%
O=C(COc1ccccc1F)Nc1ccc2nc(SCC(=O)N3CCOCC3)sc2c1 | 0% | -2%
COc1ccc(CCN2C(=O)CN(C3CCCCCC3)C(=O)C2c2ccc(C)cc2)cc1OC (stereo unspecified) | 1% | -4%
COc1cc(NC(=O)Cn2nc(-c3ccc(C)c(C)c3)ccc2=O)cc(OC)c1 | 0% | -2%
CCC(Cc1ccccc1)NC(=O)c1csc2c1CCCCC2 (stereo unspecified) | 2% | 24%
CC(C)c1cc(C(=O)NC(C)c2ccccc2)no1 (stereo unspecified) | 0% | -4%
Fc1ccc2c(c1)-c1nc(-c3ccccc3)cc(-c3ccccc3)c1CO2 | -1% | -3%
CCOC(=O)c1c(C)c(-c2ccccc2)n(CC(=O)NCc2ccccc2)c1C | -1% | -1%
Cc1cccc(CSCCNC(=O)CN(c2ccccc2)S(=O)(=O)N(C)C)c1 | 3% | 7%
O=C(NCC1(c2ccccc2)CCCC1)C(=O)Nc1cccc(C(F)(F)F)c1 | 1% | 4%
Clc1ccc(N2CCN(Cc3nnc(-c4ccc5c(c4)OCO5)o3)CC2)cc1 | -13% | ?
CCOc1cc2sc(N3CCC(C(=O)Nc4ccc(C)cc4C)CC3)nc2cc1Br | 4% | -1%
COc1ccc(CNS(=O)(=O)c2cnc(N)nc2)cc1 | 1% | 11%
COc1ccccc1CNC(=O)CCC1N=C2c3ccccc3N=C(SCC(N)=O)N2C1=O (stereo unspecified) | 0% | 1%
Cc1cccc2c1-c1sc(C(=O)N3CCN(c4cccc(Cl)c4)CC3)cc1CO2 | 1% | 9%
COc1ccc(NC(=O)CN(c2cc(C)cc(C)c2)S(=O)(=O)c2c(C)noc2C)cc1Cl | -1% | 2%
O=C(NCc1ccccc1Cl)c1ccc2c(c1)ncn2-c1cccc(F)c1 | 4% | 5%
O=C(NC1CCCCC1)c1ccc(Cn2c(SCc3ccccc3F)nc3cccnc32)cc1 | -7% | -1%
COc1cccc(-c2cnc(NCc3ccccc3Cl)n2C)c1 | 26% | 19%
Cc1ccc(OCC(=O)Nc2nnc(SCc3cc(=O)c4ccccc4[nH]3)s2)cc1 | 28µM* | 0%
O=C(NCc1ccco1)c1ccc2c(c1)N(Cc1ccc(Cl)cc1)C(=O)c1ccccc1S2 | -2% | -12%
COc1cc(OC)cc(C(=O)N2CC(=O)Nc3ccc(Cl)cc3C2c2ccccc2)c1 (stereo unspecified) | -9% | 5%
CCOC(=O)c1ccc(N2C(=O)c3n[nH]c(-c4ccco4)c3C2c2cccc(F)c2)cc1 (stereo unspecified) | 1% | 4%
COc1cccc(-c2cn3ncsc3n2)c1 | -9% | 2%
CCc1cccc(CC)c1NC(=O)CCS(=O)(=O)c1ccc2c(c1)CCN2C(C)=O | -5% | -1%
O=C(NC1CCN(Cc2ccccc2)CC1)c1ccc(Cn2c(=O)c3ccccc3n(Cc3cccc(F)c3)c2=O)cc1 | 1% | -1%
Cc1ccc(Cn2c(SCc3ccc(C(=O)N4CCCCC4)cc3)nc3ccncc32)cc1 | 2% | -19%
Cc1ccc2oc(-c3ccc(C)c(NC(=O)c4ccc(C(C)(C)C)cc4)c3)nc2c1 | 1% | 16%
CCn1c(=O)c2cc(C(=O)N(C)c3cc(Cl)c(OC)cc3OC)sc2c2ccccc21 | 2% | -2%
COc1ccc(NC(=O)CSc2cc(-c3ccccc3)nc(C)n2)cc1 | 2% | -9%
Cc1cccc(Nc2nc(Nc3cccc(C)c3)nc(N3CCOCC3)n2)c1 | 7% | -1%
COc1ccc(-c2c(C)nn3c(N4CCN(c5ccccc5)CC4)cc(C)nc23)cc1OC | -8% | -7%

Only part of the results is shown; count on the stated rates, not on these rows.
